# Bioassay records (PubChem BioAssay)
# 12-LOX inh – inhibitors of human 12S-lipoxygenase ALOX12; P18054; purified 12hLO, xylenol orange hydroperoxide absorbance; Potency, µM (highest dose often 108 µM), inactives show at the highest dose activity change, negative = inhibition, most hits filed as inhibitors; 580,000 compounds, 1.1% hits; AID 1671190; active means well fitted inhibition curve with a large enough effect; inconclusive means small, poorly fitted or top-dose-only effect, or another doubt; inactive means no such curve, though single readings can be large or run the other way
# Target sequence (P18054 whole entry, looked up): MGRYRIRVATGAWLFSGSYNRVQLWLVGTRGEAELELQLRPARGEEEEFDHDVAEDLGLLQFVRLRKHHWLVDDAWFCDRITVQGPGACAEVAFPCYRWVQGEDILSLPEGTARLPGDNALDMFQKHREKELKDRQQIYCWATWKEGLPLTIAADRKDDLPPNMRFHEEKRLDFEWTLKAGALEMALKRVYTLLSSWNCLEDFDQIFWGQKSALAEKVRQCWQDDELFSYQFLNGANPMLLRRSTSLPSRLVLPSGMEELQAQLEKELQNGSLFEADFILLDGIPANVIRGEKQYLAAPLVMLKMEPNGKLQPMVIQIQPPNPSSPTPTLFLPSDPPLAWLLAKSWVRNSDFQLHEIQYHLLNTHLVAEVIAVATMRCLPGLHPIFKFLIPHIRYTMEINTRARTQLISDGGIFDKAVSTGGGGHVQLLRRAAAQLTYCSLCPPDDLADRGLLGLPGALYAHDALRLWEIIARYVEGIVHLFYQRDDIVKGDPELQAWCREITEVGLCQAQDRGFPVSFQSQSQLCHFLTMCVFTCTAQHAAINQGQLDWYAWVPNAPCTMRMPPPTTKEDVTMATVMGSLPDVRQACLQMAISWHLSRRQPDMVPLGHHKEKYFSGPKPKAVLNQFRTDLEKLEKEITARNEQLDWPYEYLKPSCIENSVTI
#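 Purified human 12hLO at 150 nM in 25 mM Hepes, 0.01% Triton X-100, pH 7.0, preincubated 15 min at room temperature with compound. Reaction started with 40 uM arachidonic acid, 30 min at room temperature. Hydroperoxide measured by Fe-xylenol orange, 573/405 nm absorbance ratio.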
# An asterisk follows results filed as active; ? = inconclusive; & = joins results of further samples; [ ] = another dose, or the depositor's remark. On the % scale 0 is the no-effect control and ±100 the full control effect; potency means the concentration at half of the fitted maximal effect. A portion of the library (hit frequency here may not be typical).
12-LOX inh | SMILES
15% | CCN1C(=O)C(O)(CC(=O)c2ccc3c(c2)OCO3)c2ccccc21 (stereo not drawn)
12% | O=C(NCCc1nnc2n1CCN(Cc1c(F)cccc1F)CC2)c1ccc(F)cc1
23% | Cn1c(=O)[nH]c(=O)c2c1nc(N1CCN(Cc3ccccc3Cl)CC1)n2Cc1ccc(F)cc1
1% | Cn1c(=O)c2c(nc(N3CCN(c4ccccc4)CC3)n2Cc2ccc(F)cc2)n(C)c1=O
38%[activator] | COCCNC(=O)CN1C(=O)NC(c2cccs2)C2=C1COC2=O (stereo not drawn)
16% | O=C(Cn1cccc1-c1nc(-c2ccc(F)c(Br)c2)no1)NC1CCCC1
23% | CCN1c2cc(C(=O)Nc3cc(F)ccc3F)ccc2C(=O)N2CCCCCC21 (stereo not drawn)
28% | Cc1ccc(CNC(=O)C2(C)CCCCC(=O)N2)o1 (stereo not drawn)
6% | Cc1ccc(CS(=O)Cc2ccc(F)cc2)cc1 (stereo not drawn)
10% | Cc1c(-c2ccc(Cl)cc2)c(=O)oc2cc(OC(=O)N3CCOCC3)ccc12
? | O=C(Nc1ccc([N+](=O)[O-])cc1O)Nc1ccccc1Br
57%[activator] | CC(C)Cc1cc(CNc2nccc(-c3cc(C(=O)O)ccn3)n2)no1

# Four compounds from above, sorted by the number in 12-LOX inh, high to low.
12-LOX inh | SMILES
23% | Cn1c(=O)[nH]c(=O)c2c1nc(N1CCN(Cc3ccccc3Cl)CC1)n2Cc1ccc(F)cc1
16% | O=C(Cn1cccc1-c1nc(-c2ccc(F)c(Br)c2)no1)NC1CCCC1
15% | CCN1C(=O)C(O)(CC(=O)c2ccc3c(c2)OCO3)c2ccccc21 (stereo not drawn)
10% | Cc1c(-c2ccc(Cl)cc2)c(=O)oc2cc(OC(=O)N3CCOCC3)ccc12

# Taken from above.
# O=C(Cn1cccc1-c1nc(-c2ccc(F)c(Br)c2)no1)NC1CCCC1 – 12-LOX inh = 16%
# CC(C)Cc1cc(CNc2nccc(-c3cc(C(=O)O)ccn3)n2)no1 – 12-LOX inh = 57%[activator]
# Cn1c(=O)c2c(nc(N3CCN(c4ccccc4)CC3)n2Cc2ccc(F)cc2)n(C)c1=O – 12-LOX inh = 1%
# Cc1ccc(CNC(=O)C2(C)CCCCC(=O)N2)o1 (stereo not drawn) – 12-LOX inh = 28%
# Cc1ccc(CS(=O)Cc2ccc(F)cc2)cc1 (stereo not drawn) – 12-LOX inh = 6%
# COCCNC(=O)CN1C(=O)NC(c2cccs2)C2=C1COC2=O (stereo not drawn) – 12-LOX inh = 38%[activator]

# Remaining list, next part:
12-LOX inh | SMILES
-21% | Cc1ccccc1CN1CCN(C(=O)c2cc3ccc(F)cc3nc2C)CC1
3% | Cc1ccc(C(=O)N2CCC3(CC2)SCC(=O)N3c2ccc(Cl)cc2)cc1[N+](=O)[O-]
-16% | c1cnn(CC2CN(Cc3cc4n(n3)CCNC4)CCCO2)c1 (stereo not drawn)
85%[activator] | CCCC1(CO)CCCN(CC(=O)NC(C)(C)CC)C1 (stereo not drawn)
0% | CCc1cccc2c(C(CC(=O)NCCOC)c3ccc(OC)c(OC)c3)c[nH]c12 (stereo not drawn)
-35% | CC(=O)NCc1ccc(C(=O)NCCc2c[nH]c3ccccc23)cc1
-17% | CC1(C)C(=O)N(CC(=O)NC2CC2)c2ccc(S(=O)(=O)N3CCOCC3)cc21
1%[176 µM] | O=c1cc(-c2ccccn2)oc2c(Nc3cccnc3)nccc12
16% | CC(C)(C)N(Cc1cn(Cc2ccccc2)nn1)S(=O)(=O)c1ccc(N2CCCCC2)cc1Br
2% | COc1ccc(-c2noc([C@@H]3CCCN3C(=O)COc3cccc(C)c3)n2)cc1
-10% | CCCCNC(=O)COC(=O)CSc1nc2ccccc2o1
48%[activator] | O=C(c1ccccc1F)N1CCN(C(=O)c2cc(Br)ccc2Cl)CC1

# (continued)
12-LOX inh | SMILES
26% | Cn1c(=O)c2c(nc(Oc3ccc(F)cc3)n2Cc2ccccc2F)n(C)c1=O
-2% | Cc1ccsc1C1Cc2c(C(=O)NCc3cccnc3)c(=O)cc(C)n2-c2ccccc2S1 (stereo not drawn)
20% | Cc1ccsc1C(=O)NCc1nnc2ccc(-c3ccc(Cl)cc3)nn12
9% | CC(C)c1nc(C(=O)N2CCOc3ccc(CN4CCN(c5ccccn5)CC4)cc3C2)cs1
10% | O=C(Nc1ccccc1-c1ccccc1)c1ccc(F)cc1
-52% | CC1=C(C(=O)OC(C)(C)C)C(c2ccccc2F)C(C#N)=C(N)O1 (stereo not drawn)
0% | Cc1ccc(NC(=O)CC23CC4CC(CC(C4)C2)C3)cc1
? | Cc1c(C(=O)C(=O)Nc2cccc(F)c2)c2ccccc2n1C
65%[activator] | N#Cc1nc(-c2ccc(OCc3ccccc3)cc2)oc1N1CCCCC1
0% | Cn1c(=O)c2c(nc(NCCc3ccccc3)n2Cc2ccc(Br)cc2)n(C)c1=O
43%[activator] | COc1cc(OC)cc(C(=O)NCC2CCCN(C(=O)CCNC(C)=O)C2)c1 (stereo not drawn)
1% | CC(OC(=O)c1ccc2c(c1)NC(=O)CS2)C(=O)Nc1ccc(C(N)=O)cc1 (stereo not drawn)

# Other compounds.
12-LOX inh | SMILES
55%[activator] | CCOc1ccc(NC(=O)Nc2nnc(N3CCCCC3)s2)cc1
64%&51%[activator] | O=C1NC2(CCCN(Cc3ccc(C(F)(F)F)cc3)C2)COc2ccccc21 (stereo not drawn)
46%[activator] | Cn1nc2n(c1=O)CCN(C(=O)CC1=CCCCC1)CC2
17% | Cc1cnc(C)c(-c2cc(O)c3c(c2)CN(C(=O)c2ccncn2)CCO3)n1
32%[activator][176 µM] | COc1ccc(-c2cc(CC3(NCC(C)(C)C)COC3)no2)cc1
10% | O=C(Cc1cccc(Cl)c1)NCc1nnc2ccc(-c3ccccc3)nn12
11% | COc1ccc(N2CCN(CCCNC(=O)C3(CCO)CC34CCOCC4)CC2)cc1 (stereo not drawn)
11% | CNC[C@@H]1OCc2cnnn2CCCC(=O)N([C@@H](C)CO)C[C@H]1C
38%[activator] | COCCNC(=O)CCc1cc2ccc(C)cc2[nH]c1=O
? | O=C(O)/C=C/c1ccc(-c2ccccc2)o1
47%[activator] | COc1ccc(NC(=O)C2CCN(c3cn[nH]c(=O)c3)C2)cc1 (stereo not drawn)
1% | COc1ccc(NC(=O)c2ccc(CN3CCCC3=O)cc2)cc1S(=O)(=O)N1CCOCC1

# Next part
12-LOX inh | SMILES
12% | CCOc1cc(=O)n2c(c1C(=O)NCc1ccc(C)c(C)c1)CCCCC2
46%[activator] | OC1CCOC2(CCNCC2)C1 (stereo not drawn)
11% | CCOC(=O)C1(Cc2ccccc2F)CCCN(C(=O)c2cccc(-n3cccn3)c2)C1 (stereo not drawn)
56%[activator] | Cc1ncsc1CN1CCCOCCNC(=O)[C@@H]2CCCC[C@@H]21
-31% | Cc1ccc2[nH]cc(CCNC3CC(=O)N(c4ccc(F)cc4)C3=O)c2c1 (stereo not drawn)
? | COc1ccc(CCC(=O)OCC(=O)c2cccc(Br)c2)cc1OC
-13% | Cn1c(Cn2cccn2)nnc1C1CC(NC(=O)CCN2CCCO2)C1 (stereo not drawn)
? | O=C(Cn1ccc2ccc(Cl)cc21)Nc1ccc2c(c1)OCCO2
-4% | Cc1ccc(-c2nc3ccccc3o2)cc1NC(=O)C1CC1
5%[176 µM] | COCCN1C(=O)[C@@H]2C[C@@H](CN2Cc2cnc3ccccc3c2)Oc2ccccc21
72%[activator] | COCC(=O)N[C@@H]1CN(C(=O)N(C)C)CC[C@@H]1c1nc(C)no1
1% | COc1ccc(NC(=O)N2CCc3c(c4ccccc4n3C)C2)cc1

# Carrying on.
12-LOX inh | SMILES
1%[176 µM] | CCN(CC)CC[C@H]1CN(C(=O)Cc2ccc(OC)cc2)CC[C@H]1CC(=O)O
6% | CCn1c(C2CCCNC2)nn(Cc2csc(-c3ccccc3)n2)c1=O (stereo not drawn)
24% | O=C(CCc1ccccc1)N1CCCC(c2nn[nH]n2)C1 (stereo not drawn)
? | CC(C1CC1)N(Cc1ccccc1)C(=O)CSc1cc(C(N)=O)c2ccccc2n1 (stereo not drawn)
29% | COc1ccc(CCN2C(=O)O[C@@H]3CN(c4ncc(C)c(N(C)C)n4)C[C@@H]32)cc1
-6%[176 µM] | COc1cccc(C(=O)N2CCC(N3CCCCCC3=O)CC2)c1
? | O=C1NN(C(=O)Nc2ccc(Br)cc2)C(c2ccccc2)C1c1ccccc1 (stereo not drawn)
-4% | O=C(CSc1nc(=O)n(Cc2ccccn2)c2c1CCC2)NC1CCCC1
15% | Cc1noc(-c2cccc(F)c2)c1C(=O)NCc1ccc2c(c1)OCO2
5%[176 µM] | O=C(Nc1ccccc1)[C@H]1O[C@H](CCN2CCN(c3ccccc3)CC2)CC[C@@H]1O
4% | COc1ccccc1C(=O)N1CCC(C(NC(=O)c2ccccc2)C(=O)N2CCCCC2)CC1 (stereo not drawn)
? | Cc1n[nH]c(C)c1S(=O)(=O)Nc1ncn(Cc2ccc(F)cc2)n1

# Next results follow:
12-LOX inh | SMILES
-24% | O=C(N[C@@H]1CCOC[C@H]1Oc1ccccn1)c1ccccc1-c1ncc[nH]1
8%[176 µM] | CC1(C)[C@H]2CC[C@@H](CNC(=O)c3ccccc3Cl)[C@@H]1C2
2% | COc1ccc(CN2C(=O)COC[C@H]2C(=O)N2CCc3ccccc3C2)c(OC)c1
35% | COc1cccc(CCC(=O)N2CCCC(CN3CCC(C)CC3)CC2)c1 (stereo not drawn)
2% | CCOc1ccc(/C=C/C(=O)Oc2ccc(Br)cc2)cc1
75%[activator] | CCSCCNc1nc(COC)nc2c1cnn2C
1% | Cc1ccc(OC(C)C(=O)N2CC(C)CC(C)C2)cc1 (stereo not drawn)
? | O=c1[nH]c2ccccc2c(-c2ccccc2)c1Sc1nc2ccccc2o1
9% | COc1ccc(OC)c(CCNC(=O)c2ccc(N3C(=O)CCS3(=O)=O)cc2Cl)c1
? | O=C(CN1CSCC1=O)NC(c1ccc(F)cc1)C1CCCC1 (stereo not drawn)
66%[activator] | Cc1ccc(NC(=O)N2CCCC(Cn3cnc4cccnc43)C2)cc1Cl (stereo not drawn)
? | COC(=O)CNC(=O)c1cc(-c2cnccc2Cl)c2cccn2n1

# More results:
12-LOX inh | SMILES
-1% | COc1ccccc1N1CCN(c2nc(CNC(=O)C3CCOC(C)(C)C3)nc3ccccc23)CC1 (stereo not drawn)
1% | CCCNc1nc2ccccc2nc1C(=O)Nc1ccc(CC)cc1
? | O[C@H](COc1cccc(Cl)c1)CN1CCC(C(O)(c2ccccc2)c2ccccc2)CC1
? | CC1CCN(C(=O)c2cccnc2-c2nc3ccccc3s2)CC1
-12% | Cc1nn(-c2ccc(C(C)C)cc2)c(C)c1[C@@H]1C=C[C@@H](NC(=O)Nc2ccc(Cl)cc2)C1
14% | COc1ccc(-c2noc(CCC(=O)Nc3ccn(C)n3)n2)cc1
-16% | Cc1ccccc1NC1(c2nnnn2-c2c(C)cccc2C)CCCCC1
? | CC1CCCCC1NC1c2ccccc2-c2ccccc21 (stereo not drawn)
? | CC(OC(=O)CCNC(=O)OC(C)(C)C)C(=O)c1ccccc1 (stereo not drawn)
-3% | CC1CCCC(NC(=S)c2ccc(C(C)(C)C)cc2)C1C (stereo not drawn)
10% | NC1CCN(C(=O)C2CCN(c3nc(-c4ccccc4)nc4c3CCC4)CC2)C1 (stereo not drawn)
1%[6.33 µM] | CNC(=O)c1cn2c(n1)CN([S+](=O)([O-])c1c(C)noc1C)CC2

# Later entries.
12-LOX inh | SMILES
-18% | O=C(O)c1c[nH]c2ccccc12
? | Cc1cccc(NC(=O)CC(C)c2ccccc2)c1 (stereo not drawn)
29% | OCc1nc2ccccc2s1
51%[activator] | CCOc1nccnc1NC1CCN(C(=O)c2cccs2)CC1
-14% | O=C1C[C@H]2CC[C@@H](CN1)N2C(=O)c1csc2nc(-c3ccccc3Cl)cn12
72%[activator] | COC(C(=O)Nc1ccnn1C1CCN(C(=O)CO)CC1)c1ccccc1 (stereo not drawn)
10% | COCCn1c(=O)c2c(nc(-n3nc(C)c(C)c3C)n2CCOC)n(C)c1=O
? | O=C([C@@H]1C[C@H](Oc2ccccc2)CN1C(=O)c1cc2ccccc2[nH]1)N1CCOCC1
3% | c1ccc2c(c1)OCc1nccn1-2
-12% | O=C(NC1CCCCC1)N1CCC(OC2CCN(Cc3ccccc3)CC2)CC1
-10% | COC(=O)N(C)CC(=O)NCc1cccc(C)c1
-23% | O=C(Cn1cnc2ccccc2c1=O)Nc1ccc2oc(C3CC3)nc2c1

# Some of the entries above, set out differently.
> O=C1NN(C(=O)Nc2ccc(Br)cc2)C(c2ccccc2)C1c1ccccc1 (stereo not drawn)
- 12-LOX inh: ?

> CC(C)c1nc(C(=O)N2CCOc3ccc(CN4CCN(c5ccccn5)CC4)cc3C2)cs1
- 12-LOX inh: 9%

# Continued.
12-LOX inh | SMILES
17% | COc1ccnc(CN2C(=O)NC(CCc3ccccc3)(C3CCNCC3)C2=O)c1 (stereo not drawn)
5% | O=C(c1cccnc1)N1CCC(N2CC3CC(C2)[C@H]2CCCC(=O)N2C3)CC1 (stereo partly drawn)
-4% | Cc1nc(C2CCN(C(=O)[C@@H](N)[C@@H](C)O)CC2)cc(N2CCOCC2)n1
22% | COc1ccccc1CNC(=O)[C@@H](C)C1CC[C@@]2(C)CC[C@H](NC(=O)c3ccncc3)[C@@H](C)[C@@H]2[C@H]1O (stereo partly drawn)
-38% | C=CCNCc1ccc(-c2cccc(Cl)c2C)o1
40% | CC(=O)N1CCc2[nH]cnc2C12CCN(C(=O)c1ccc(=O)[nH]c1)CC2
25% | CCn1nc(C(=O)OCC(=O)N2CCCC2)c2ccccc2c1=O

# Molecules above that contain a COOH group (4):
12-LOX inh | SMILES
57%[activator] | CC(C)Cc1cc(CNc2nccc(-c3cc(C(=O)O)ccn3)n2)no1
? | O=C(O)/C=C/c1ccc(-c2ccccc2)o1
1%[176 µM] | CCN(CC)CC[C@H]1CN(C(=O)Cc2ccc(OC)cc2)CC[C@H]1CC(=O)O
-18% | O=C(O)c1c[nH]c2ccccc12
